High-throughput results: PubChem, several laboratories
STK33 kinase inh – inhibitors of human STK33 kinase | Q9BYT3 | purified STK33, MBP phosphorylation, ADP-Glo luminescence | inhibition, % at 10 µM | 320,000 tested, 0.073% active | AID 2661;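 active = inhibition at or above 25%, using the most active replicate where run in duplicate; inactive = inhibition below 25%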
Target sequence (Q9BYT3 whole entry, looked up): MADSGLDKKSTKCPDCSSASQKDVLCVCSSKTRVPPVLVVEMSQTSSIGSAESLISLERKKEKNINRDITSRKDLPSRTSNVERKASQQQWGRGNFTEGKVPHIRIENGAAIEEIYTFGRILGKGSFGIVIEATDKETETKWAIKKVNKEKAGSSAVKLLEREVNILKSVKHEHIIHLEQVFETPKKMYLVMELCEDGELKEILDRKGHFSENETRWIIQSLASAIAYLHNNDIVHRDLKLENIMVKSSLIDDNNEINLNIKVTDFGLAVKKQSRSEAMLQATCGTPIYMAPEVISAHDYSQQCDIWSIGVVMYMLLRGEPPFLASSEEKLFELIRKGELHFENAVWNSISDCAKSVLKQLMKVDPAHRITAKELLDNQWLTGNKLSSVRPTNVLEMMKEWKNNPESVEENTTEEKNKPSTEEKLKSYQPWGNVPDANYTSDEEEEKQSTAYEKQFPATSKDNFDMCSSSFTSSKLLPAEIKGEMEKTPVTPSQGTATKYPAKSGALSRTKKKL
OX1R antag-1 – human HCRTR1 antagonism. O43613. AID 434989. inhibition, % at 5 µM. 330,000 tested, 0.43% active. CHO/OX1R cells, Fluo-8 calcium fluorescence, orexin A;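 active = inhibition above its plate's threshold, mean inhibition of all tested compounds on the plate plus 3 SD, cut at about 37% in these data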;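 also: 0% = orexin A challenge wells and 100% = SB-334867-A antagonist wells; not every result past the cut was called active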
Target sequence (O43613 whole entry, looked up): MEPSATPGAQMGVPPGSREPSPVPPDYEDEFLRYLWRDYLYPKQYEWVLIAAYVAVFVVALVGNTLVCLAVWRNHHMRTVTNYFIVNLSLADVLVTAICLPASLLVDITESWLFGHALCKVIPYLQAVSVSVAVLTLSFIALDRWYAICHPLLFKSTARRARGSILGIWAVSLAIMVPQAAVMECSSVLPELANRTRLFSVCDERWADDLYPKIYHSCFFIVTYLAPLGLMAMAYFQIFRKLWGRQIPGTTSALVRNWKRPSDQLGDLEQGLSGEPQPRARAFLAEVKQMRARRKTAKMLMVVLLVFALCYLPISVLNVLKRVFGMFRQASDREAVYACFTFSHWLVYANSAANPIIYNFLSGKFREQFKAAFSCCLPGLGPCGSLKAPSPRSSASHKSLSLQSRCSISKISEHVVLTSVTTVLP
OX1R antag-2 – antagonists of human orexin 1 receptor (OX1R); OX1R-expressing cells, FRET antagonist read-out; inhibition, % at 6.6 µM; AID 485270; 330,000 tested, 1.8% active; in the data active = inhibition mostly above about 38%, no sharp cut-off; inactive = mostly below about 40%;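 also: 0% = agonist challenge alone and 100% = reference antagonist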
Active calls of the source: *; . = no result given.

STK33 kinase inh,OX1R antag-1,OX1R antag-2,Compound
-1.1,3,10,O=C(Nc1ccn(Cc2c(F)c(F)c(F)c(F)c2F)n1)c1ccc(COc2ccccc2Cl)cc1
0.1,-5,6,CCC(C)NC(=O)C1CCN(C(=O)c2ccccc2)CC1 (stereo not given)
0.1,-16,-3,Cc1ccc(S(=O)(=O)N2CCC(C(=O)NCc3cccnc3)CC2)cc1
-0.3,-7,8,CC(C)NC(=O)NC(=O)COC(=O)c1ccc(NC(=O)CC#N)cc1
-0.6,-11,12,O=C(CCSCc1ccccc1F)N1CCN(c2ccccn2)CC1
-0.8,-39,6,CCOC(=O)c1cc(C)nc(Sc2ccc(C)cc2)c1C#N
-1.5,-24,35,Cc1cc(SCC(=O)N2CCCC2=O)nc2c(C)cccc12
1.1,-8,16,O=C(O)CCC(=O)Nc1cccc2cccnc12
1.2,-22,23,Cn1nccc1C(=O)Oc1cccc(/C=N/NC(=O)c2ccccc2O)c1
0.0,-22,2,O=S(=O)(NCCOc1cccc2cccnc12)c1ccc(F)cc1

Entries listed so far that contain four or more nitrogen atoms, in the order listed:
STK33 kinase inh,OX1R antag-1,OX1R antag-2,Compound
-0.3,-7,8,CC(C)NC(=O)NC(=O)COC(=O)c1ccc(NC(=O)CC#N)cc1
1.2,-22,23,Cn1nccc1C(=O)Oc1cccc(/C=N/NC(=O)c2ccccc2O)c1

(next part)
STK33 kinase inh,OX1R antag-1,OX1R antag-2,Compound
-3.7,-15,8,COc1cccc(N(C(=O)CCl)C(C(=O)NCCc2ccccc2)c2cccs2)c1 (stereo not given)
1.5,-16,49*,C=CCc1cccc(/C=N/NC(=O)C(=O)Nc2ccc(C)cc2)c1O
0.3,13,32,O=C(NCCN1C(=O)S/C(=C\c2ccccc2)C1=O)C1CCN(S(=O)(=O)c2cccs2)CC1
-0.6,-34,11,CCn1c(=O)c(C(=O)Nn2c(C)nc3ccccc3c2=O)c(O)c2ccccc21
-1.3,12,-1,CSCC[C@H](NC(=O)Cc1c(C)c2cc3c4c(oc3cc2oc1=O)CCCC4)C(=O)O
-0.5,-11,16,CN1CCN(CC#Cc2ccccc2)CC1CCO (stereo not given)
-1.0,-13,13,CC(=O)c1ccc(OCC(O)COc2ccc(C(C)=O)cc2)cc1
-0.1,-5,-10,COc1ccc(NC(C)=O)cc1CP(=O)(c1ccccc1)c1ccccc1
-2.0,-10,9,CCOC(=O)N1CCC(NC(=O)C2=CCN(S(=O)(=O)c3ccccc3)CC2)CC1
-1.5,-11,10,Cc1ccc2[nH]c(=O)c(CN(CC3CCCO3)S(=O)(=O)c3c(C)ccc4nsnc34)cc2c1 (stereo not given)
-1.2,-23,2,COC(=O)c1ccc(CN2CCCCC2)cc1
-0.4,-38,15,COc1cc(C2CC(=O)c3cnc(N4CCN(Cc5ccccc5)CC4)nc3C2)cc(OC)c1OC (stereo not given)
-0.4,-17,37,COc1ccc(NC(=O)c2cc(-c3cccc(OC)c3)on2)cc1
-0.9,-18,6,CC(CCc1ccccc1)NC(=O)C(C)OC(=O)c1ccco1 (stereo not given)
-0.7,3,12,CN(CC(=O)NNC(=O)CNC(=O)c1cccs1)S(=O)(=O)c1ccc(Cl)cc1
-0.7,-27,20,COc1ccc(C=C2C=C(C(C)(C)C)C(=O)C(C(C)(C)C)=C2)cc1OC
-1.8,-36,6,Cc1ccc(NC(=O)NCC2CCN(Cc3cccc(Cl)c3)CC2)c(Cl)c1
-1.4,-15,-1,CCCc1c(C)nc2c(Br)cccc2c1Cl
1.4,-28,3,COc1ccc(-c2cn3c(C)c(C(=O)Nc4ccncc4)sc3n2)cc1
-0.2,-20,20,Cc1ccc(-c2nnc(C)c(N3CC(C)OC(C)C3)n2)cc1 (stereo not given)
-4.0,-34,27,N#C/C(=C/c1ccc(F)cc1)c1nc(CCN2C(=O)c3ccccc3C2=O)cs1
-0.4,-6,21,CN(C)c1ccc(C(C(=O)NC2CCCC2)N(Cc2cccnc2)C(=O)c2snc(C(N)=O)c2N)cc1 (stereo not given)
0.3,-5,5,O=C(NC1CCCC1)C1CC(=O)N(c2ccc(F)c(Cl)c2)C1 (stereo not given)
-1.2,11,43,O=C(CCC(=O)OCC(=O)c1ccc([N+](=O)[O-])cc1)NC1CCCCC1
0.7,-6,14,Cc1cccc(-n2cc(C(=O)O)c(=O)cc2C)c1
-2.4,-5,15,CC(NS(=O)(=O)c1ccc(OCC(=O)NCc2ccccn2)cc1)c1ccccc1 (stereo not given)
-0.1,-25,14,Cn1c(CCC(=O)OCC(=O)NCC(F)(F)F)nc(=O)c2ccccc21
-2.1,-3,12,COC(=O)c1sccc1S(=O)(=O)Nc1ccc(N2CCCCC2)cc1
-1.6,12,24,O=C(NCC1COCCO1)c1ccc2nc(Cc3cccc(Cl)c3)oc2c1 (stereo not given)
.,19,1,COc1ccccc1/C=C/C(=O)OCC(=O)Nc1ccc2c(c1)OCCO2
-1.1,-20,6,COc1cccc(-c2ccc(NC(=O)C3CCCN(Cc4cnc(N(C)C)s4)C3)cc2)c1 (stereo not given)
.,-17,17,Clc1ccc(-c2csc(N3CCN(c4ccccc4)CC3)n2)cc1
7.7,-23,4,CC1CC(C)(C)NC(=S)N1CCCC(=O)Nc1ccc(Cl)cc1 (stereo not given)
0.0,-41,18,CCC(C)n1c(SCC(=O)Nc2cc(C)on2)nc2ccccc2c1=O (stereo not given)
0.7,-29,25,CC(Oc1ccccc1)C(=O)N=C1SC2CS(=O)(=O)CC2N1Cc1ccccc1 (stereo not given)
2.5,-11,13,CSc1ccc(/C=C/c2ccc3cccc(O)c3n2)cc1
0.2,-10,37,COc1ccc(NC(=O)C(c2cc3c(cc2[N+](=O)[O-])OCO3)N(C)Cc2ccccc2)cc1 (stereo not given)
-2.1,-7,8,O=C(OCC(=O)N(Cc1ccccc1)Cc1ccccc1)c1ccccc1O
0.1,-13,16,COc1cccc(CN2CCNC(=O)C2CC(=O)NCc2cc(C(C)C)no2)c1 (stereo not given)
-0.5,-11,10,Cc1cc(-n2nc(C)cc2C)n2nc(C)c(-c3ccccc3)c2n1
.,-20,20,CCOC(=O)C1CCN(C(=S)Nc2cc(OC)c(OC)cc2C(=O)OC)CC1
0.2,-12,12,O=C1C(Cc2ccccc2)Nc2ncnc(N3CCc4ccccc4C3)c2N1Cc1ccccc1 (stereo not given)
31*,-17,28,Oc1ccc(/C=N/Nc2ccc(C(F)(F)F)cn2)cc1
-0.1,-20,-1,Cc1ccc(S(=O)(=O)N2CCC(C(=O)NNC(=O)C3CC3)CC2)cc1Cl
2.8,-3,7,CC1CCN(c2c([N+](=O)[O-])c(=O)n(-c3ccccc3)c3ccccc23)CC1
-0.3,-10,18,CCCc1noc2c1/C(=N\O)CCC2
-0.1,-12,10,COc1ccc(-n2c(Cn3c(=O)sc4ccccc43)nnc2SCC(=O)N2CCOCC2)cc1
-0.8,-20,10,CN1CCN(c2nc(N3CCN(CCO)CC3)nc3ccccc23)CC1
-0.6,-11,3,COc1ccc(OCCC(=O)NC2=NCCS2)cc1
2.0,-15,31,Nc1n[nH]c2c1C1(CCCC1)Cc1ccccc1-2

Brought forward from above: two compounds, then new ones.
STK33 kinase inh,OX1R antag-1,OX1R antag-2,Compound
-0.6,-11,3,COc1ccc(OCCC(=O)NC2=NCCS2)cc1
2.0,-15,31,Nc1n[nH]c2c1C1(CCCC1)Cc1ccccc1-2
.,-5,15,CCc1nnc(NC(=O)c2nc(S(=O)(=O)Cc3ccc(C)cc3)ncc2Cl)s1
1.3,-1,42*,CCOC(=O)c1snc2c(=O)[nH]cnc12
1.5,-6,18,CC(=O)Nc1nn(C)c2nc3ccc(C)cc3cc12
.,-44,7,COc1cc(OC)cc(C(=O)NC(C(=O)OCn2nnc3ccccc3c2=O)C(C)C)c1 (stereo not given)
.,-20,13,CCN(C[C@H]1N[C@@](CC)(C(=O)OC)[C@H]2C(=O)N(C)C(=O)[C@@H]12)C(=O)c1ccc(C(C)(C)C)cc1
0.3,-24,5,Cc1ccn2c(CNC(C)CCn3cccn3)c(C(=O)N3CCCCCC3)nc2c1 (stereo not given)
-1.3,-11,5,CCN(CC)S(=O)(=O)c1cccc(C(=O)NCCCN2CCOCC2)c1
0.4,-20,42,COc1ccc(OC)c(/C=N/NC(=O)c2[nH]nc3c2CCc2ccccc2-3)c1
0.6,13,14,CCOC(=O)N1CCN(C(=O)COC(=O)c2ccc(Cl)nc2)CC1
-0.9,-13,10,O=C(CCCN1C(=O)/C(=C/c2cccs2)SC1=S)NNC(=O)c1ccccc1O
-16,-32,-4,CCC(C)c1ccccc1OCCCN(C)Cc1ccccc1 (stereo not given)
-0.6,-39,39,CCOC(=O)C1=C(C)N(C)C(C)=C(C(=O)OCC)C1c1ccc(Cl)cc1
-0.5,-9,2,Cc1c(C(=O)O)cccc1[N+](=O)[O-]
2.6,-27,35,COC(=O)c1ccc(CSc2ccc3nnc(-c4cccc(F)c4)n3n2)o1
0.5,-5,12,Cc1ccc2c(c1)N(CC(=O)N1CCCC(C)C1)C(=O)CO2 (stereo not given)
-0.3,-32,10,CC(NC(=O)c1ccc(CS(=O)(=O)Cc2ccccc2F)o1)c1ccc2c(c1)OCCO2 (stereo not given)
5.1,0,25,O=C(COc1ccc(Br)cc1)Nc1ccc(C(=O)Nc2ccccc2C(=O)O)cc1
-0.4,6,6,COc1cccc(CN(C)C(=O)c2ccc(NS(=O)(=O)c3ccc4[nH]c(=O)[nH]c4c3)cc2)c1OC
1.8,1,4,Nc1ccc(-n2nnnc2-c2ccco2)cc1
-1.6,-1,20,C=CCNC(=O)c1ccccc1NS(=O)(=O)c1ccc(SC)cc1
-1.0,-7,2,Cc1cc(NC(=O)COC(=O)CSCc2ccc(Cl)c(Cl)c2)no1
-1.2,-10,9,CC(c1ccc(Br)cc1)N1CC23C=CC(O2)C(C(=O)O)C3C1=O (stereo not given)
-1.1,-27,10,CC(C)COCC(CN(Cc1ccccc1)c1ccccc1)N1CCCC1 (stereo not given)
0.8,4,4,COc1cc(/C=C/[N+](=O)[O-])ccc1OC(=O)/C=C/c1ccc(F)cc1
1.6,-24,43*,Cc1cc(C)c2c(N)c(C(=O)N/N=C/c3ccccc3)sc2n1
-0.8,-12,5,Nc1c(-c2ccc(Cl)cc2)cnc2ncnn12
-0.3,9,5,O=C1C2CCCN2C(=O)N1CCN1CCN(CCO)CC1 (stereo not given)
-1.9,3,-4,Cc1noc(C)c1C(=O)OCC(=O)Nc1ccc(S(N)(=O)=O)cc1
.,-20,10,CN1CCN(S(=O)(=O)c2ccc(N(C)Cc3cccs3)nc2)CC1
-1.3,-19,22,Cc1cc2cccc(C)c2nc1SCC(=O)NC1CCCCC1
-0.5,-1,6,Cc1[nH]c2ccccc2c1CC(=O)O
-0.5,-12,0,Cc1ccc2cc(C(c3nnnn3C3CCCC3)N3CCOCC3)c(=O)[nH]c2c1C (stereo not given)
-0.7,-16,3,COc1ccccc1N1CCN(CCCC(=O)c2ccc(F)cc2)CC1
0.5,-28,12,CCOc1ccc(S(=O)(=O)NCCC(=O)NCc2ccc(OC)c(OC)c2)cc1
-1.9,-6,1,COc1cccc2c1OC1(C)CC2NC(=O)N1 (stereo not given)
-1.9,-44,13,CCN(CC)C(=S)SC1CCCCN(C(=O)c2ccc(F)cc2)C1=O (stereo not given)
-1.7,-20,22,CCOC(=O)Cc1csc(NC(=O)COc2ccccc2OCC)n1
-0.2,3,0,O=C(Cn1cnc2nc3n(c2c1=O)CCC3)NCc1ccccc1
0.1,-31,16,NCCN1C(=O)S/C(=C\c2ccc3c(c2)OCO3)C1=O
-1.7,-4,-1,O=C(CN1C(=O)c2ccccc2C1=O)Nc1cccc(O)c1
0.8,-6,14,COc1cccc(Cn2cnc3c(NS(=O)(=O)c4cc(Cl)ccc4Cl)c(C)c(C)cc32)c1
-0.4,-13,30,CC1CN(c2nc3ccccn3c(=O)c2C=O)CC(C)O1 (stereo not given)

Molecules from the list above that contain bromine, in the order listed:
STK33 kinase inh,OX1R antag-1,OX1R antag-2,Compound
-1.4,-15,-1,CCCc1c(C)nc2c(Br)cccc2c1Cl
5.1,0,25,O=C(COc1ccc(Br)cc1)Nc1ccc(C(=O)Nc2ccccc2C(=O)O)cc1
-1.2,-10,9,CC(c1ccc(Br)cc1)N1CC23C=CC(O2)C(C(=O)O)C3C1=O (stereo not given)

Looked up by structure from the list above (4):
STK33 kinase inh,OX1R antag-1,OX1R antag-2,Compound
1.5,-6,18,CC(=O)Nc1nn(C)c2nc3ccc(C)cc3cc12
-1.9,-44,13,CCN(CC)C(=S)SC1CCCCN(C(=O)c2ccc(F)cc2)C1=O (stereo not given)
0.7,-29,25,CC(Oc1ccccc1)C(=O)N=C1SC2CS(=O)(=O)CC2N1Cc1ccccc1 (stereo not given)
-0.5,-1,6,Cc1[nH]c2ccccc2c1CC(=O)O

Outcome played no part in choosing rows. About 2.2% of those tested had a hit in this group.
